Assay outcomes as filed in PubChem.
GRP78 ERSR act – qHTS for Inducers of the Endoplasmic Reticulum Stress Response (ERSR) in Human Glioma: qHTS; U87-MG GRP78 promoter luciferase reporter, 16 h; 0.02% of 420,000 active; Potency, µM, without a hit: at the top dose activation, hits mostly activators; note: potency is the fitted concentration of half-maximal effect; series mostly up to about 76 µM; % of control where 0% means no effect; nearly all actives have a fitted effect of over 35% in size
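Stably transfected U87-MG glioma cells carrying a GRP78-based luciferase sensor; 16 h compound incubation. Luminescence end-point read 10 min after Bright-Glo addition at room temperature.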
IDH1 R132H inh – qHTS for Inhibitors of mutant isocitrate dehydrogenase 1 (IDH1): qHTS | Isocitrate dehydrogenase [NADP] cytoplasmic (Homo sapiens), O75874 | IDH1-R132H enzyme, NADPH consumption, diaphorase/resazurin fluorescence | 0.093% of 390,000 active | AID 602179, 2012 | Potency, µM (titrated, usually from 76.6 µM), for the others: at the highest dose activity change, negative = inhibition, most hits filed as inhibitors; note: potency is the fitted concentration of half-maximal effect; % is set by controls: 0 for no effect and ±100 for the full control effect; nearly all actives have a fitted effect of over 65% in size
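IDH1-R132H (0.5 ug/mL dispensed) in pH 7.5 Tris buffer was preincubated 30 min with compound, then given a substrate mix of 0.016 mM NADPH and 2 mM alpha-KG for 80 min at room temperature; remaining NADPH was read by diaphorase/resazurin fluorescence.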
USP1 inh – Inhibitors of USP1/UAF1: Primary Screen; recombinant USP1/UAF1, Ub-Rhodamine cleavage fluorescence; Potency, µM (top dose mostly 57.1 µM), without a hit: at the top dose activity change, negative = inhibition, most hits filed as inhibitors; 0.23% of 390,000 active; AID 743255, 2014; note: potency is the fitted concentration of half-maximal effect; % is set by controls: 0 for no effect and ±100 for the full control effect; nearly all actives have a fitted effect of over 60% in size; inactives centre near -12
Target sequence (O94782 whole entry, looked up): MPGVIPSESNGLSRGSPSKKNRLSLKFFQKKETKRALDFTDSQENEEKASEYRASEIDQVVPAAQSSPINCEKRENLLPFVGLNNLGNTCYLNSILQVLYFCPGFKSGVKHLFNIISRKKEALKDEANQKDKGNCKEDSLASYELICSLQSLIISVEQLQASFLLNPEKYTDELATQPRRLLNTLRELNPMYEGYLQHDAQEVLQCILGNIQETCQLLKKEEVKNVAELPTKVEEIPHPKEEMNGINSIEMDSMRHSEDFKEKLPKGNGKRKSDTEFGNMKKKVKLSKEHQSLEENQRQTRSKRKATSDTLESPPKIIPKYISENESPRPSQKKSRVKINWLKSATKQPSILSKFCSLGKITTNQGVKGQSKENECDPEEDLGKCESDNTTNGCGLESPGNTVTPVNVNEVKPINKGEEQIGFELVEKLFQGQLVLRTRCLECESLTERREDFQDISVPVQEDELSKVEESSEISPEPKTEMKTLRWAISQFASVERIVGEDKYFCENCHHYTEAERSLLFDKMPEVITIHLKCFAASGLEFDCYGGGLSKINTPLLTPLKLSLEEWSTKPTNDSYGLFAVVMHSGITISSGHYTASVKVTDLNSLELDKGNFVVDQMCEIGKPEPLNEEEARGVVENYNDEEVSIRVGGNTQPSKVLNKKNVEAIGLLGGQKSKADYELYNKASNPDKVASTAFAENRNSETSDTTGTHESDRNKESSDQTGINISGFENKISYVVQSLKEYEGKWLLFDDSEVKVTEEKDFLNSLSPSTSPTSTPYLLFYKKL
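USP1/UAF1 complex (1 nM) preincubated 15 min at room temperature with compound, then Ub-Rho substrate (150 nM final) added. Kinetic fluorescence at 480/540 nm over 6 reads at 60 s intervals; 50 mM HEPES pH 7.8, 0.5 mM EDTA, 0.1 mg/ml BSA, 1 mM TCEP, 0.01% Tween-20.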
rTrxR1 inhibitor – qHTS Assay for Inhibitors of Mammalian Selenoprotein Thioredoxin Reductase 1 (TrxR1): qHTS | Potency, µM (titrated, usually from 114 µM), inactives show top-dose activity change, negative = inhibition, most hits filed as inhibitors | recombinant rTrxR1, NADPH fluorescence consumption, selenite substrate | Thioredoxin reductase 1, cytoplasmic (Rattus norvegicus), O89049 | 1% of 390,000 active | AID 588453, 2011; note: potency is the fitted concentration of half-maximal effect; % is set by controls: 0 for no effect and ±100 for the full control effect; nearly all actives have a fitted effect of over 65% in size
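Rat TrxR1 (90 nM in the dispensed reagent) was pre-reduced with 400 uM NADPH for 5 min at room temperature, then incubated with compound for 15 min. After 400 uM selenite was added, NADPH fluorescence (Ex 340/Em 450 nm) was followed for 8 min.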
RGS4 inh – Inhibitors of Regulator of G Protein Signaling (RGS) 4: qHTS; Transcreener GDP fluorescence polarization, RGS4-accelerated GTP hydrolysis; 0.039% of 390,000 active; Potency, µM (titrated, usually from 114 µM), for the others: top-dose activity change, negative = inhibition, hits mostly inhibitors; Regulator of G-protein signaling 4 (Homo sapiens), P49798; note: potency is the fitted concentration of half-maximal effect; % is set by controls: 0 for no effect and ±100 for the full control effect; nearly all actives have a fitted effect of over 75% in size; some results filed as inactive show a strong effect at the top dose
Target sequence (P49798 whole entry, looked up): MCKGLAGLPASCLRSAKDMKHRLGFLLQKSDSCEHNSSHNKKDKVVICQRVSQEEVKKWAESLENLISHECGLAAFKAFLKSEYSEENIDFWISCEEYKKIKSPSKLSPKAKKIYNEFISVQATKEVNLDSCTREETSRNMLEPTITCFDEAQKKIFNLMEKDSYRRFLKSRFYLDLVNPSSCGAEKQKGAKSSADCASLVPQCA
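MLSMR compounds (23 nl, pin-transferred) preincubated 10 min at room temperature with a 500nM (2x) first reagent, then RGS4 at 900nM (2x) plus Transcreener GDP mix added; fluorescence polarization (620/688 nm) read before and after 90 min at 30 °C.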
TrxR1 substrate – qHTS Assay for Substrates of Mammalian Selenoprotein Thioredoxin Reductase 1 (TrxR1): qHTS | purified TrxR1 substrate turnover, NADPH consumption readout | Potency, µM (doses to about 114 µM), for the others: at the top dose activity change, negative = substrate turnover | 0.01% of 390,000 active | AID 588456, 2011; note: potency is the fitted concentration of half-maximal effect; % is set by controls: 0 for no effect and ±100 for the full control effect; nearly all actives have a fitted effect of over 50% in size
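Rat TrxR1, dispensed at 90 nM, was prereduced with 400 uM NADPH (final) for 5 min at ~22 deg C, then incubated with compound 15 min before 400 uM selenite. A first-read NADPH fluorescence drop versus no-compound background flagged substrates.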
Vif-APOBEC3G blk – qHTS for Inhibitors of Vif-A3G Interactions: qHTS | HeLa A3G-eYFP + Vif (tagged APOBEC3G with the HIV-1 protein that degrades it), YFP fluorescence, overnight | Potency, µM (doses to about 46.1 µM), inactives show top-dose activity, negative = active, actives largely listed as inhibitors | 0.076% of 410,000 active | DNA dC->dU-editing enzyme APOBEC-3G (Homo sapiens), Q9HC16;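 note: potency is the fitted concentration of half-maximal effect; % is set by controls: 0 for no effect and ±100 for the full control effect; nearly all actives have a fitted effect of over 60% in size; hits raise eYFP signal because A3G escapes Vif-driven loss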
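Read-out is eYFP fluorescence (Ex 488/Em 500-530) from Vif-expressing HeLa A3G-eYFP cells; more signal means A3G escaped Vif-mediated degradation. Cells plated overnight, compound pinned in, incubated overnight at 37 deg C.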
Vif-A3F inh – qHTS for Inhibitors of Vif-A3F Interactions: qHTS. AID 602313, 2012. Potency, µM (titrated, usually from 46.1 µM), for inactives: at the highest dose activity, negative = active. HeLa A3F-eYFP + Vif (tagged APOBEC3F with the HIV-1 protein that degrades it), YFP fluorescence increase. 0.2% of 390,000 active; note: potency is the fitted concentration of half-maximal effect; % of control where 0% means no effect; nearly all actives have a fitted effect of over 65% in size
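HeLa cells stably expressing A3F-eYFP plus Vif, plated and incubated overnight at 37 deg C, then exposed to compounds overnight at 37 deg C. Blocked degradation read as raised yellow fluorescence (Ex 488/Em 500-530).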
LDHA inh – qHTS assay for inhibitors of human lactate dehydrogenase | L-lactate dehydrogenase A chain (Homo sapiens), P00338 | purified LDHA, NADH/diaphorase-resazurin fluorescence; active compounds read low | activity change, % (values are at about 110 or 230 µM) | 0.15% of 480,000 active; in the data active = activity change below about -30%; inconclusive = mostly about -25% to -30%;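 note: plate controls were DMSO wells for no effect and wells without enzyme for full effect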
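Enzyme activity of human lactate dehydrogenase 5 (2 nM; 0.06 mM NADH, 0.2 mM pyruvate, 5 min, RT) is measured via a resazurin/diaphorase fluorescence readout of residual NADH.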
* = called active by the depositor; ? = inconclusive; · = not tested or not shown; & = joins results of further samples; [ ] = remark or other dose. Unless noted, calls come from the whole dose curve; as a rule, active = well fitted curve in the direction sought with a large enough effect; inconclusive = small, poorly fitted or top-dose-only effect, or another doubt; inactive = no such curve, though single readings can be large; an effect the other way counts as inactive or inconclusive. The list is partial, so the mix of outcomes need not match the whole.

Second line of a record – rTrxR1 inhibitor	LDHA inh	GRP78 ERSR act	Vif-A3F inh	TrxR1 substrate	Vif-APOBEC3G blk	IDH1 R132H inh	USP1 inh	RGS4 inh
COc1ccc(OC2C(=O)N(c3cc(C)ccc3C)C2c2ccc(OC)c(OC)c2)cc1 (stereo not given)
→ 4.5%	-5.4	-4.0%	-12.6%	-5.2%	-7.1%	2.9%	-20.1%	7.0%
O=C(COC(=O)C1CCC(N2C(=O)C3C4CCC(C4)C3C2=O)CC1)c1ccc(F)cc1 (stereo not given)
→ 7.5%	-4.5	-2.5%	-4.2%	-4.7%	0.5%	-12.0%	-6.0%	4.7%
O=C(CCCCn1c(=O)[nH]c2ccsc2c1=O)N1CCN(c2cccc(Cl)c2)CC1
→ -0.3%	5.4	-6.5%	0.8%	-2.2%	-1.1%	10.2%	-29.8%	-10.7%
CCC(C)NC(=O)CN(c1ccc(Cl)c(Cl)c1)S(C)(=O)=O (stereo not given)
→ -1.5%	-7.6	-3.4%	-0.2%	-7.5%	-0.7%	-5.6%	-12.9%	4.5%
CCn1nc(NC(=O)C2CCCO2)c2cc3cc(C)ccc3nc21 (stereo not given)
→ 3.7%	4.0	3.2%	5.7%	16.2%	0.3%	3.1%	-3.1%	-13.3%
O=C(COC(=O)/C=C/c1ccc(OC(F)F)cc1)Nc1cccc(S(=O)(=O)N2CCCC2)c1
→ -0.4%	-2.1	-2.5%	-0.4%	-3.4%	2.8%	2.4%	-21.8%	-26.8%
Cc1ccc(OCc2nc(-c3ccccn3)no2)c(Br)c1
→ 13.6%	13.7	-9.2%	3.3%	1.8%	-10.1%	10.1%	-12.9%	-30.2%
CCCCCCCCN1[C@@H](CC(C)=O)c2ccc(/C=C/C(C)=O)cc2S1(=O)=O
→ ?	·	-11.4%	·	-0.5%	?	·	·	·
COc1ccc(-n2cc(C(=O)NCCc3ccc(C)cc3)c3ccccc3c2=O)cc1
→ 6.5%	-5.3	3.3%	4.9%	-5.9%	5.5%	-20.4%	-7.1%	8.0%
Cc1c(C(=O)OC2CCC(C)CC2)[nH]c2c1C(=O)CC(c1ccc(F)cc1)C2 (stereo not given)
→ 3.1%	-3.9	-0.2%	2.0%	-7.1%	-14.9%	6.3%	-10.4%	18.1%
O=c1c(-c2n[nH]c(=S)n2-c2ccccc2)cccn1Cc1cccc(Cl)c1
→ -3.4%[57.1 µM]	-8.7	-3.3%	9.7%	-4.6%	0.8%	-1.6%	-1.2%	-7.4%
CN(C(=O)Cn1nnc(-c2ccc(F)cc2)n1)C1CCS(=O)(=O)C1 (stereo not given)
→ 7.8%	-4.6	-2.4%	-0.1%	-0.8%	0.6%	-4.5%	-10.7%	8.0%
FC(F)(F)c1nnc2c(Sc3ccccc3)nc3ccc(Cl)cc3n12
→ 26.8%	-2.8	2.1%	1.4%	24.2%	1.9%	1.5%	-20.9%	29.9%
C=CCN(c1ccccc1OC)S(=O)(=O)c1ccc(Cl)c(C(=O)NCc2ccco2)c1
→ ·	2.9	-2.7%	-2.6%	·	3.9%	1.1%	-22.8%	·
CC(/C=N/NC(=S)Nc1cccc(S(=O)(=O)N(C)C)c1)c1ccccc1 (stereo not given)
→ -30.6%	-4.5	-0.4%	-1.5%	0.2%	-4.6%	3.1%	-8.5%	-43.8%
CCCCN(C)C(=O)C1CCN(Cc2cccc(OCc3ccccc3)c2)CC1
→ 29.7%	-8.0	-1.4%	4.4%	2.0%	0.5%	0.9%	-23.0%	-2.5%
O=C1CC(c2ccc3c(c2)OCO3)CN1 (stereo not given)
→ 10.2%[57.1 µM]	0.6	-3.9%	-7.5%	10.0%[57.1 µM]	-0.6%	0.7%	-16.3%	16.4%
O=C(Cc1cccs1)Nc1c(C(=O)Nc2ccc(F)cc2)oc2ccccc12
→ 18.0%	2.4	1.6%	-11.2%	12.9%	2.3%	8.2%	-26.7%	-10.4%
O=C(O)/C=C/c1cnc[nH]1
→ 16.7%[57.1 µM]	-14.1	-3.7%&-2.6%	-4.9%	10.3%[57.1 µM]	1.4%	-9.5%	14.5%	6.2%[56.9 µM]
CCc1cccc(NC(=O)C2CCCN(S(=O)(=O)c3ccc4[nH]c(=O)ccc4c3)C2)c1 (stereo not given)
→ 15.5%	-3.4	3.5%	-0.7%	-3.5%	-9.3%	-12.0%	-19.1%	1.9%[56.9 µM]
NC(=O)CC[C@@H]1NC(=O)[C@H](Cc2ccc(O)cc2)NC(=O)c2cc([N+](=O)[O-])cc(F)c2OCC[C@@H](C(N)=O)NC1=O
→ 3.7%[57.1 µM]	-5.3	-5.5%	-0.6%	-5.5%[57.1 µM]	0.5%	7.0%	13.2%	12.7%
CSc1cccc(NC(=O)c2ccc3c(c2)c(C)c(C)n3Cc2ccc(F)cc2)c1
→ 34.5%[activator][57.1 µM]	-11.4	-3.4%	-1.4%	5.2%[57.1 µM]	-9.8%	-14.2%	?	-14.9%
CCC(=O)Nc1cc(SCCO)cc([N+](=O)[O-])c1
→ -30.1%	1.2	-2.6%	-9.6%	-10.6%	0.2%	16.3%	0.5%	30.4%
CC(C)Cn1c(=O)c2sccc2n2c(CCCC(=O)Nc3ccc(Cl)cc3)nnc12
→ 24.4%	-2.7	-2.4%	-0.1%	1.8%	-4.3%	-11.4%	-3.7%	6.0%
Cc1ccc(S(=O)(=O)NN=C2CC3CCC2(C)C3(C)C)cc1 (stereo not given)
→ 6.0%[2.29 µM]	-5.5	-4.1%	6.8%	9.0%[57.1 µM]	-1.2%	-9.4%	-12.0%	-1.8%
CCOc1ccc(N(C(=O)c2ccc3c(c2)OCO3)C2C=CS(=O)(=O)C2)cc1 (stereo not given)
→ -11.9%	0.1	-2.8%	5.8%	-10.4%	1.0%	0.9%	-7.9%	-11.8%
Cc1cc(/C=C2/NC(=O)N(Cc3ccccc3F)C2=O)c(C)n1C
→ -25.6%	1.6	-1.8%	1.2%	-0.8%	-3.9%	0.0%	-28.0%	-25.6%[11.4 µM]
CCn1c(=O)c(C(=O)Nc2ccc(C)cc2C)c(O)c2ccccc21
→ 7.5%[57.1 µM]	-3.4	-0.4%	-4.7%	14.4%[57.1 µM]	2.4%	6.8%	-8.8%	7.2%
Cc1ccc(C(c2nnnn2Cc2cccs2)N2CCN(C(=O)c3ccco3)CC2)cc1 (stereo not given)
→ -11.1%	-5.1	-4.1%	·	1.7%	1.7%	4.2%	-3.2%	-40.1%
Cc1ccc(S(=O)(=O)CCC(=O)Nc2ccc(Br)cc2)cc1
→ -8.1%	-15.0	-5.7%	1.2%	-11.5%	1.4%	0.0%	-23.6%	20.5%
CCCNS(=O)(=O)c1ccc(CCC(=O)N2CCOCC2)cc1
→ 4.4%	-2.9	-5.6%	-4.3%	-3.5%	-1.3%	-0.2%	0.2%	-5.8%[56.9 µM]
O=C(CSc1n[nH]c(-c2ccco2)n1)Nc1ccccc1Cl
→ -4.0%[57.1 µM]	7.7	-1.7%	-12.6%	-2.9%[57.1 µM]	-1.5%	-6.0%	-0.5%	19.7%
CN(c1ccccc1)c1nc(N)c([N+](=O)[O-])c(N2CCCC2)n1
→ 25.5%	-2.2	10.8%	-11.5%	-3.5%	-27.5%	-10.9%	-11.2%	15.9%
COc1cc(C(=O)N(C)Cc2cccc(OC)c2OC)ccc1OCC(=O)Nc1cccc(C(F)(F)F)c1
→ 12.9%	2.7	-1.5%	10.1%	0.1%	1.0%	2.1%	-22.0%	-1.1%
CCOc1ccccc1OCC(=O)Nc1cc2c(cc1C(=O)O)OCCCO2
→ 18.9%	-0.2	0.1%	-8.2%	5.1%	-6.0%	0.0%	-24.9%	-32.6%
O=C(Nn1c(-c2ccccc2)nc2ccccc2c1=O)c1cccs1
→ 1.2%	-5.5	-4.4%	7.0%	-0.3%	-7.3%	1.5%	-19.7%	-13.9%
O=C(CC1Nc2ccccc2NC1=O)Nc1cc(Cl)cc(Cl)c1 (stereo not given)
→ 7.9%	-2.2	-1.6%	-1.9%	1.8%	-1.3%	3.4%	?	-18.7%
CCOc1ccc(CCNC(=O)c2cnc3sc(N(CC)CC)nn3c2=O)cc1OCC
→ -0.5%[57.1 µM]	-4.8	-3.6%	-5.9%	-1.2%[57.1 µM]	3.5%	3.0%	-20.0%	26.0%
